CCHF vOTU inh = blocks the CCHF virus ovarian tumor domain protease; CCHFV vOTU protease, Pep-AMC fluorescence; inhibition, % at 11.5 µM; 370,000 compounds, 0.55% hits; in the data active = inhibition above about 30%; also: 0% = vehicle wells with enzyme and 100% = no enzyme wells
VHR inh abs = inhibitors of human VHR1 phosphatase (DUSP3) | P51452 | AID 1654 | inhibition, % at 13.3 µM | 290,000 compounds, 0.52% hits | recombinant VHR phosphatase, pNPP absorbance; in the data active = inhibition above about 50%; also: some compounds called inactive have numbers as strong as hits
BoNT-F LC inh = inhibitors of Botulinum neurotoxin F light chain protease; Multiplex microsphere protease cleavage assay, flow cytometry; inhibition, % at 10 µM; 360,000 compounds, 0.22% hits; in the data active = inhibition above about 35%, passing the limit was not always enough; inconclusive = no clear call, values can overlap the other calls; also: plate controls were buffer without enzyme for full effect and enzyme alone for no effect
3CLpro inhibitor = SARS-CoV 3CLpro protease inhibition. recombinant SARS-CoV 3CLpro, quenched FRET peptide cleavage. inhibition, % at 6 µM. 290,000 compounds, 0.14% hits. AID 1706; in the data active = inhibition above about 12%
Rv3671c protease = inhibitors of M. tuberculosis serine protease Rv3671c; inhibition, % at 5.96 µM; 320,000 compounds, 0.048% hits; AID 2606; in the data active = inhibition above about 38%;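 also: extracellular domain of Rv3671c used as enzyme; 0% = enzyme with DMSO and 100% = no enzyme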
Target sequence (P9WHR9 whole entry, looked up, the tested form may be a part): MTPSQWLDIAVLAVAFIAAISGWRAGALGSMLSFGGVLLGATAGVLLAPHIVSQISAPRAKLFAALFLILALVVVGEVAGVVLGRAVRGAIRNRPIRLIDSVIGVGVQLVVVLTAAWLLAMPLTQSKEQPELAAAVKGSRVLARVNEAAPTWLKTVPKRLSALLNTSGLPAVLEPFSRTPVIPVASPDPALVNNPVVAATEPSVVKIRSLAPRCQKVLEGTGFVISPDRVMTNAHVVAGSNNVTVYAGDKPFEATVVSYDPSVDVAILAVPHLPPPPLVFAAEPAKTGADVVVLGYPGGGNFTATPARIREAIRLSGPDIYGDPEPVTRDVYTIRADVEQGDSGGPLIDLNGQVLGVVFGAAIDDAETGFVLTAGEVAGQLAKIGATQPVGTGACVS
BoNT A protease = BoNT A light chain protease inhibition; multiplex microsphere protease substrate cleavage, flow cytometry; inhibition, % at 10 µM; 360,000 compounds, 0.17% hits; AID 588499; also: plate controls were buffer without enzyme for full effect and enzyme alone for no effect
Anthrax LF prot = blocks Bacillus anthracis lethal factor protease; P15917; multiplex microsphere protease cleavage assay, LF; inhibition, % at 10 µM; 360,000 compounds, 0.12% hits; AID 588501; also: plate controls were buffer without enzyme for full effect and enzyme alone for no effect
PriA SSB inh = blocks PriA binding to SSB C-terminal tail; AlphaScreen SSBct-PriA binding, biotinylated peptide; inhibition, % at 33 µM; 430,000 compounds, 0.6% hits; AID 1272365; in the data active = inhibition mostly above about 37%, no sharp cut-off; inactive = mostly below about 20%;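 also: plate controls were negative control peptide for no effect and reference peptide for full effect; strong numbers were not always called active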
PrPC surface inh = cell surface PrPC inhibition, primary TR-FRET screen; TR-FRET read-out; inhibition, % at 13.8 µM; 370,000 compounds, 0.43% hits; AID 720596; in the data active = inhibition above about 24%; also: 0% = median of the test wells and 100% = reference compound wells
MazEF act = MazEF (E. coli) toxin RNase activation. P0AE70. FAM/BHQ RNA-DNA oligo cleavage fluorescence, 5 h. activation, % at 20 µM. 350,000 compounds, 0.32% hits; in the data active = activation above about 50%
Target sequence (P0AE70 whole entry, looked up): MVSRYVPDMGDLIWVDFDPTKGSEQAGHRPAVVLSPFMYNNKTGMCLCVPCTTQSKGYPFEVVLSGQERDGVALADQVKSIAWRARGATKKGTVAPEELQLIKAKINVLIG
* marks the source's active call; other numbers are inactive results; ? = inconclusive; . = not tested or not shown; & = joins results of further samples. Rule as the data show it, unless noted: active = inhibition above about 30%; inconclusive = no clear call, values can overlap the other calls; inactive = below that.

1) O=C1NC(=O)C(=Cc2ccc(N3CCN(C(=O)c4ccccc4)CC3)c([N+](=O)[O-])c2)C(=O)N1
2) O=C(Cc1ccccc1)Nc1nnc(-c2ccccc2)o1
3) Cn1c(=O)[nH]c(=O)c2c1nc(CN1CCN(c3cccc(Cl)c3)CC1)n2CCN1CCOCC1
4) CCCNC(=O)c1ccc(N2CCC3(CC2)CC(c2ccccc2)=NO3)c(NC(=O)c2cccc(OC)c2)c1
5) C/C(=N\NC(=O)c1ccc(CN2CCOCC2)cc1)c1ccc([N+](=O)[O-])cc1
6) CCCCCOc1ccc(C(=O)Nc2ccc(S(=O)(=O)Nc3cc(C)on3)cc2)cc1
7) CC(C)(C)OC(=O)NCc1ccc(CNC(=O)c2[nH]cnc2C(=O)Nc2ccccc2F)cc1
8) CCOc1ncccc1C(=O)N(C)CC(=O)Nc1ccccc1SC
9) CCCCCCCCN1C(=O)[C@H](CC(=O)NCc2cccc3ccccc23)C[C@@]2(C(=O)OC)CCCCC=C12
10) O=C(NCc1ccc2c(c1)OCO2)C(=O)NCC1OCCN1S(=O)(=O)c1ccc(F)cc1 (centres undefined)

screen / no.	1	2	3	4	5	6	7	8	9	10
CCHF vOTU inh	9	4	-2	9	2	-14	16	-10	12	15
VHR inh abs	-21	13	13	5	7	12	.	-9	.	5
BoNT-F LC inh	5	0	8	-8	-2	3	-5	4	-5	3
3CLpro inhibitor	2	3	5	1	4	-2	.	5	.	-2
Rv3671c protease	4	3	-3	-32	-3	-15	.	0	.	-14
BoNT A protease	0.2	0.3	?	-0.1	0.1	0.3	-0.6	-0.1	-1.3	-0.3
Anthrax LF prot	2	-2	3	-4	-2	-1	-1	-1	-7	0
PriA SSB inh	-11	6	-15	-6	.	-18	.	-8	.	-3
PrPC surface inh	-11	4	4	-8	-9	-4	5	-1	-5	0
MazEF act	-9	9	13	-21	3	-5	3	-4	.	-34

The list goes on; it opens with the 3 that closed the last part.
8) CCOc1ncccc1C(=O)N(C)CC(=O)Nc1ccccc1SC
9) CCCCCCCCN1C(=O)[C@H](CC(=O)NCc2cccc3ccccc23)C[C@@]2(C(=O)OC)CCCCC=C12
10) O=C(NCc1ccc2c(c1)OCO2)C(=O)NCC1OCCN1S(=O)(=O)c1ccc(F)cc1 (centres undefined)
11) Cc1ccc(SC(=O)COc2ccc(C)c(C)c2)cc1
12) CC1S/C(=C(\C#N)C(N)=O)N(c2ccc(F)cc2)C1=O (centres undefined)
13) CC1(C)CC(=O)C(C=NCCc2ccc(S(N)(=O)=O)cc2)=C(O)C1
14) O=C1C(=Cc2ccco2)CCC1=Cc1ccco1
15) CC(=O)c1cc2c(cc1NC(=O)CCc1ccccc1)OCO2
16) CSc1ccc(/C=C(\C#N)C(=O)Nc2cccc(C)c2)cc1
17) CCCCN(C)CCNC(=O)c1cc2cc3ccc(OC)cc3nc2o1
18) O=C(O)C[C@H]1c2cc(C(F)(F)F)ccc2S(=O)(=O)N1C1CCN(Cc2ccccc2)CC1
19) Cc1ccn2c(/C=N/OCc3cccc(F)c3)c(-c3ccc(Cl)cc3)nc2c1
20) Oc1c(Br)cc(C2N=C(c3ccccc3Cl)NO2)cc1Br (centres undefined)

screen / no.	8	9	10	11	12	13	14	15	16	17	18	19	20
CCHF vOTU inh	-10	12	15	-1	-1	8	16	7	-6	-358	12	3	13
VHR inh abs	-9	.	5	9	9	11	.	0	-3	17	.	14	29
BoNT-F LC inh	4	-5	3	11	-6	-7	12	-2	-6	5	1	-5	.
3CLpro inhibitor	5	.	-2	-4	-5	-1	.	-1	0	-2	.	4	0
Rv3671c protease	0	.	-14	2	4	-2	.	3	-5	-3	-2	-4	-2
BoNT A protease	-0.1	-1.3	-0.3	-1.1	0.2	-2.1	17	-0.4	0.3	-0.6	0.0	0.0	.
Anthrax LF prot	-1	-7	0	-7	-3	-2	14	0	-4	5	2	-1	.
PriA SSB inh	-8	.	-3	-14	2&-13&0	2	33	-3	-11	-16	-29	.	-1
PrPC surface inh	-1	-5	0	-1	0	0	-5	-9	9	-36	-3	-5	1
MazEF act	-4	.	-34	-5	-13	2	-47	-3	-8	8	2	-9	0

Some entries already given, reduced to 3CLpro inhibitor and Rv3671c protease.
entry	Molecule	3CLpro inhibitor	Rv3671c protease
16	CSc1ccc(/C=C(\C#N)C(=O)Nc2cccc(C)c2)cc1	0	-5
17	CCCCN(C)CCNC(=O)c1cc2cc3ccc(OC)cc3nc2o1	-2	-3
18	O=C(O)C[C@H]1c2cc(C(F)(F)F)ccc2S(=O)(=O)N1C1CCN(Cc2ccccc2)CC1	.	-2
19	Cc1ccn2c(/C=N/OCc3cccc(F)c3)c(-c3ccc(Cl)cc3)nc2c1	4	-4
20	Oc1c(Br)cc(C2N=C(c3ccccc3Cl)NO2)cc1Br (centres undefined)	0	-2

(listing goes on)
21) CN(C)CCNC(=O)c1cc2sc3ccccc3c2s1
22) Cc1cccc(NC(=O)CN2C(=O)NC3(CCCC3)C2=O)n1
23) CC(C)c1nnc(NC(=O)C2CCN(c3cnccn3)CC2)s1
24) CCN1CCCC1CNC(=O)Cn1cccc1C(=O)c1ccccc1C (centres undefined)

screen / no.	21	22	23	24
CCHF vOTU inh	0	0	-11	3
VHR inh abs	7	.	0	15
BoNT-F LC inh	10	-5	-14	-1
3CLpro inhibitor	1	.	4	-3
Rv3671c protease	4	7	0	3
BoNT A protease	0.9	-2.3	-0.1	0.4
Anthrax LF prot	-7	3	2	4
PriA SSB inh	-6	-22	-3	-5
PrPC surface inh	-4	-6	-6	1
MazEF act	14	3	7	4

Only part of the results is shown (hit frequency here may not be typical).
